aSyn rescue – rescues yeast growth from alpha-synuclein toxicity; Yeast expressing alpha-synuclein, growth rescue, BacTiter-Glo, 24 h; Potency, µM (titrated, usually from 46.1 µM), for the others: at the top dose growth rescue (activation), hits mostly activators; 370,000 tested, 0.14% active; also: potency is read from the fitted curve at half-maximal effect; % of control where 0% means no effect; nearly all actives have a fitted effect of over 65% in size
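Readout is rescue of growth in alpha-synuclein-expressing yeast, so inhibitors of toxicity appear as activators. Growth after 24 hr at 30 deg C in galactose medium is quantified by luminescence.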
Abeta rescue – A-beta toxicity reversal in yeast; yeast expressing A-beta42, growth rescue, OD600, 48 h; response scale: 0% DMSO, 100% iron-clioquinol control; Potency, µM (top dose mostly 46.1 µM), without a hit: at the highest dose growth rescue, hits mostly activators; 410,000 tested, 0.063% active; AID 1347071; also: potency is read from the fitted curve at half-maximal effect; nearly all actives have a fitted effect of over 55% in size
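Yeast A-beta toxicity model in growth medium with pinned compounds, 48 h at 30 C; growth read as absorbance at 600 nm. Normalized to FeCl3/clioquinol equimolar mix (positive) and DMSO (negative).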
MmCpn inh – M. maripaludis TRiC chaperonin inhibition. Potency, µM (top dose mostly 76.9 µM), inactives show at the highest dose activity, negative = inhibition, most hits filed as inhibitors. 330,000 tested, 0.031% active. AID 504842. purified Mm-Cpn ATPase, ADP Transcreener TR-FRET; also: potency is read from the fitted curve at half-maximal effect; % is scaled to controls: 0 for no effect and ±100 for the full control effect; nearly all actives have a fitted effect of over 80% in size
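Reaction buffer contained 30 mM Tris pH 7.4, 100 mM KCl, 5 mM MgCl2 and 1 mM DTT. Mm-CPN (25 nM final) hydrolysed 10 uM ATP over 30 min at 37°C; ADP was read by HTRF.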
GLP-1R inv ag – inverse agonists of human GLP-1 receptor. P43220. HEK293 GLP-1R CRE-luciferase, luminescence, 24 h; GLP-1R form is constitutively active. Potency, µM (titrated, usually from 38.3 µM), inactives show top-dose activity change, negative = inhibition, hits mostly inhibitors. 410,000 tested, 1.6% active. AID 624417; also: potency is read from the fitted curve at half-maximal effect; % is scaled to controls: 0 for no effect and ±100 for the full control effect; nearly all actives have a fitted effect of over 55% in size
Target sequence (P43220 whole entry, looked up): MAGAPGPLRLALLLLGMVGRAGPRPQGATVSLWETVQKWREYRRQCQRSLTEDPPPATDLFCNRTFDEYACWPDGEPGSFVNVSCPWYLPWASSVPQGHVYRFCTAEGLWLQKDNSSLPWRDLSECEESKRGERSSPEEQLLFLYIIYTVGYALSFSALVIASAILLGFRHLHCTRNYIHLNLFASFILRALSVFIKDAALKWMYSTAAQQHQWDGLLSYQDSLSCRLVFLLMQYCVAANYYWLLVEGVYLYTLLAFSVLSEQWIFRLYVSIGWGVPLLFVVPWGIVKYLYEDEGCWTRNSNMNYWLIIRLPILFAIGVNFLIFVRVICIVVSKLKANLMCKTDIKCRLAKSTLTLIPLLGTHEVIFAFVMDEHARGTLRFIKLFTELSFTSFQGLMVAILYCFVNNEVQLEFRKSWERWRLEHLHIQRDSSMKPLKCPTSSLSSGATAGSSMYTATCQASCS
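Inverse agonists were sought by their lowering of basal cAMP reporter luciferase output in HEK293 cells stably carrying constitutively active human GLP-1R, after 24 h compound treatment.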
PTHR1 agonist – PTHR1 (human) receptor agonism | HEK293 GP2 PTHR1 cells, GloSensor cAMP luminescence, 1 h | 410,000 tested, 0.075% active | Q03431 | Potency, µM (doses to about 115 µM), inactives show at the highest dose activation, most hits filed as activators; also: potency is read from the fitted curve at half-maximal effect; nearly all actives have a fitted effect of over 55% in size; some results filed as inactive show a strong effect at the top dose; inactives centre near -15; many of its hits are not listed in these tables
Target sequence (Q03431 whole entry, looked up): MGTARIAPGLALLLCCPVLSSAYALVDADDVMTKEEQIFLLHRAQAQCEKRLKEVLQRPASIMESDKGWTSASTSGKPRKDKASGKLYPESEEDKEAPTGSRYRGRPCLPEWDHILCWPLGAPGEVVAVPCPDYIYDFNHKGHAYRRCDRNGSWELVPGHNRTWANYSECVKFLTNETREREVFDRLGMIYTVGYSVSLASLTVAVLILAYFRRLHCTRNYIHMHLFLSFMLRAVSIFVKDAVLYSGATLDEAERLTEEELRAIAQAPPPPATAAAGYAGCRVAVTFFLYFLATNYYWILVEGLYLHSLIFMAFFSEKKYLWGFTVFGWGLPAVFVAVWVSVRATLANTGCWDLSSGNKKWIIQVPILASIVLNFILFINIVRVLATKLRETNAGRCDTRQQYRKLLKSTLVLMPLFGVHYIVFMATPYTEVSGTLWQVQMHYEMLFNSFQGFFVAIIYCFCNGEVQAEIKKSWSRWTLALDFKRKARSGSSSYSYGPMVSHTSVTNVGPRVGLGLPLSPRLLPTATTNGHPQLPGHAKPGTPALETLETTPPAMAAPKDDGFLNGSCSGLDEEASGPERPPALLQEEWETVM
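HEK-293-derived GP2 cells expressing PTHR1 and a GloSensor cAMP reporter, 3,000/well, plated overnight, given luciferin plus IBMX (each 0.5 mM as added) for 1 h at 37 °C, then compound for 1 h at 37 °C. Luminescence was read after 15 min at room temperature.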
TDP-43 yeast inh – rescues yeast growth from TDP-43 toxicity. TDP-43 expressing yeast growth rescue, BacTiter-Glo, 24 h. Potency, µM (doses to about 46.1 µM), inactives show at the highest dose growth rescue (activation), hits mostly activators. 410,000 tested, 1.8% active; also: potency is read from the fitted curve at half-maximal effect; % of control where 0% means no effect; nearly all actives have a fitted effect of over 50% in size
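Luminescence from BacTiter-Glo reports growth of TDP-43-expressing yeast after 24 hr at 30 deg C with compound. Cells were raffinose-pregrown to mid-log, then seeded in galactose medium at OD600=0.02.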
Akt phos inh – Akt phosphorylation inhibition; Neuro2A IGF-stimulated pAkt S473 HTRF, 20 min; active compounds read low; AID 651550; 360,000 tested, 0.32% active; activity change, % for hits at 50 µM; in the data active = activity change below about -80%; inconclusive = mostly about -51% to -80%; also: % is scaled to controls: 0 for no effect and ±100 for the full control effect
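Neuro2A cells in DMEM with 0.5% FBS, overnight at 37 deg C, given compound at single 50 µM final, then IGF (6 nM final) for 20 min at 37 deg C. Lysed; phospho-Akt Ser473 by HTRF after 24 h, 665/615 ratio.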
GLP1R cytotox – cytotoxicity in counter-screen for GLP-1R inverse agonists. AID 624418. Potency, µM (highest dose often 38.3 µM), inactives show at the top dose activity change, negative = inhibition, most hits filed as inhibitors. HEK293 cAMP-luciferase reporter cells, luminescence, 24 h. 410,000 tested, 0.13% active;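 also: loss of luciferase light is scored as toxicity; potency is read from the fitted curve at half-maximal effect; % is scaled to controls: 0 for no effect and ±100 for the full control effect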
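MLSMR compounds, 24 hr on cells at 37 deg C/5% CO2; luminescence after luciferase reagent (12 min RT). Inhibition counted as the undesired cytotoxic outcome.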
FUS yeast rescue – FUS proteinopathy suppression in yeast; 390,000 tested, 0.24% active; S. cerevisiae FUS-expressing, growth rescue, OD600, 24 h; Potency, µM (series often up to 76.6 µM), for the others: at the highest dose growth rescue (activation), actives largely listed as activators; AID 1347120;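 also: potency is read from the fitted curve at half-maximal effect; plate controls were DMSO vehicle for no effect and reference control for full effect; nearly all actives have a fitted effect of over 55% in size; some results filed as inactive show a strong effect at the top dose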
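S. cerevisiae expressing FUS from galactose induction served as the toxicity model. Growth after 24hr at 30C, read as absorbance at 600 nm, indicates suppression of toxicity; compounds dosed at several concentrations.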
* marks the source's active call; other numbers are inactive results; i = inactive; ? = inconclusive; . = no result given; [ ] = dose if it differs, or a comment. Unless noted, calls follow the shape of the dose curve; as a rule, active = well fitted curve in the direction sought with a large enough effect; inconclusive = small, poorly fitted or top-dose-only effect, or another doubt; inactive = no such curve, though single readings can be large; an effect the other way counts as inactive or inconclusive.

SMILES	aSyn rescue	Abeta rescue	MmCpn inh	GLP-1R inv ag	PTHR1 agonist	TDP-43 yeast inh	Akt phos inh	GLP1R cytotox	FUS yeast rescue
COc1ccc2c(c1)N(C(=O)CN1C(=O)C3CCCCC3C1=O)C(C)(C)C=C2C (stereo not given)	6%	-7%	-2%	?	-8%	27%	i	-7%	26%
COC(=O)Cc1nnc(Nc2cccc(C)c2)c2ccccc12	-5%	5%	0%	-12%	-11%	0%	i	-19%	2%
CCc1cccc(NC(=O)c2ccc(Br)o2)c1	-11%	-19%	0%	?	-9%[57.5 µM]	23%	i	-3%	12%
O=C(Cc1c[nH]c2ccccc12)NCc1cccs1	-11%	2%	0%	3%	i	1%	i	-6%	.
O=C1c2ccccc2C(=O)N1CCSc1n[nH]c(=S)s1	10%	19%	-1%	-11%	-8%	20µM*	i	-1%	.
O=C(OC(c1ccccc1)c1nccc2ccccc12)c1cccc([N+](=O)[O-])c1 (stereo not given)	-13%	21%	1%	?	-26%	-2%	i	?	?
Cc1ccc(S(=O)(=O)NCC(=O)N(CC(=O)NCC2CCCO2)c2cccc(F)c2)cc1 (stereo not given)	-1%	-15%	1%	-13%	-3%	-7%	i	-2%	3%
CCc1nnc(NC(=O)CSc2nnc(CSc3nc(C)cc(C)n3)n2C)s1	5%	31%	-9%	0%	i	11%	i	5%	13%
C/C(=N\NC(=O)c1nnn(-c2nonc2N)c1CSc1ccc(Cl)cc1)c1cccnc1	1%	11%	0%	10%	-11%	15%	i	4%	35%
COc1ccccc1NC(=O)COc1ccc(C(=O)OCC(=O)N(C(C)C)C(C)C)cc1OC	8%	5%	1%	-2%	-89%[inhibitor][57.5 µM]	24%	i	-6%	36%
CCOc1ccc(S(=O)(=O)NCc2cccnc2)c2ccccc12	1%	7%	0%	-6%	i	-4%	i	1%	18%
Cc1ccc(C2C(C(=O)c3sc(C)nc3C)=C(O)C(=O)N2CCN(C)C)o1 (stereo not given)	0%	-12%	1%	8%	-7%[57.5 µM]	-12%	.	-17%	19%
COCCCNC(=O)C[C@H]1C[C@H](C(=O)N2CCOCC2)[C@@]2(C)c3[nH]c4ccc(Cl)cc4c3CCN2C1=O	-2%	0%	1%	-1%	-6%	2%	i	0%	-2%
Cc1ccc(C)c(CSc2ccc3nnc(CCNS(=O)(=O)c4ccccc4)n3n2)c1	.	0%	.	6%	i	9%	.	2%	14%
O=C(OCc1c(-c2ccccc2)ncc2ccccc12)c1ccccc1C(F)(F)F	3%	-9%	0%	1%	-28%	24%	i	-10%	-6%
CCOC(=O)c1ccc(Nc2ncccc2[N+](=O)[O-])cc1	1%	6%	3%	-5%[0.307 µM]	-10%	26%	i	-1%[0.307 µM]	39%
CC(NC(=O)CCCCCN1C(=O)c2ccccc2C1=O)c1ccc2c(c1)CCCC2 (stereo not given)	-10%	21%	-1%	27%	-7%[57.5 µM]	27%	i	?	32%
CN(C)c1ncnc(N(C)C)c1[N+](=O)[O-]	1%	9%	0%	-6%	-34%[inhibitor]	11%	i	-25%	-10%
CC(=O)Nc1cccc(NC(=O)CSc2nc3c(=O)n(C)c(=O)n(C)c3n2C)c1	-2%	-1%	1%	5%	i	8%	i	13%	23%
Cc1cccc(Nc2nnc(SCC(=O)Nc3ccccc3[N+](=O)[O-])s2)c1	0%	-1%	-1%	?	-13%	-2%	i	4%	.
O=C(c1cccc(S(=O)(=O)N2CCCCC2)c1)N1CCN(S(=O)(=O)c2ccc(F)cc2)CC1	-1%	-11%	1%	-3%	-25%	10%	i	-2%	.
O=C(NCc1cccs1)c1nn(-c2ccccc2)nc1CO	.	-2%	.	-6%	-11%	21%	.	-1%	2%
O=C(C[C@@H]1C/C=C\CC[C@@H](Cc2ccc(F)cc2)C(=O)OC[C@@H](Cc2ccccc2)NC1=O)NCCO	1%	2%	1%	15%	-17%	17%	i	1%	16%
CCOC(=O)Cc1csc(NC(=O)COc2cccc(C)c2)n1	1%	13%	1%	-17%	-22%	18%	i	0%	1%

Reformatted with values under each structure: entries from further up.
Results follow in this order: aSyn rescue, Abeta rescue, MmCpn inh, GLP-1R inv ag, PTHR1 agonist, TDP-43 yeast inh, Akt phos inh, GLP1R cytotox, FUS yeast rescue
CCOC(=O)c1ccc(Nc2ncccc2[N+](=O)[O-])cc1
  1%, 6%, 3%, -5%[0.307 µM], -10%, 26%, i, -1%[0.307 µM], 39%
CCOC(=O)Cc1csc(NC(=O)COc2cccc(C)c2)n1
  1%, 13%, 1%, -17%, -22%, 18%, i, 0%, 1%
CC(=O)Nc1cccc(NC(=O)CSc2nc3c(=O)n(C)c(=O)n(C)c3n2C)c1
  -2%, -1%, 1%, 5%, i, 8%, i, 13%, 23%
O=C(OCc1c(-c2ccccc2)ncc2ccccc12)c1ccccc1C(F)(F)F
  3%, -9%, 0%, 1%, -28%, 24%, i, -10%, -6%
O=C(NCc1cccs1)c1nn(-c2ccccc2)nc1CO
  ., -2%, ., -6%, -11%, 21%, ., -1%, 2%

Continuation.
SMILES	aSyn rescue	Abeta rescue	MmCpn inh	GLP-1R inv ag	PTHR1 agonist	TDP-43 yeast inh	Akt phos inh	GLP1R cytotox	FUS yeast rescue
Cc1ccc(CNC(=O)Cn2c(=O)n(-c3ccc(C)c(F)c3)c(=O)c3sc4ccccc4c32)cc1	.	-15%	.	0%	-20%	-22%	.	1%	-30%
Cc1cccc(-c2ccc3[nH]c4c(c3c2)CCN2C[C@@H]([C@H](C)OC(=O)Nc3ccccc3C)[C@@H](N(C)C(=O)Nc3ccccc3C)C[C@@H]42)c1	6%	9%	.	?	-4%	?	i	0%	?
Cc1sc2nc(SCC(=O)Nc3cccc(C(=O)O)c3)[nH]c(=O)c2c1C	-2%	-1%	1%	7%	-22%	-20%	i	1%	46%
Cc1noc(C)c1C(=O)OCC(=O)NC(c1ccccc1)c1ccccc1	0%	-12%	-1%	0%	-4%	-28%	i	-33%	27%
CCc1ccc(OC(=O)c2cccnc2)cc1	-4%	-10%	1%	3%	i	18%	i	3%	-20%
COc1ccc(N(CC(=O)NCc2ccc(Cl)cc2)S(=O)(=O)c2ccccc2[N+](=O)[O-])c(OC)c1	0%	15%	0%	?	i	-6%	i	-8%	?
CSc1ccccc1C(=O)N1CCC(CCC(=O)NCc2ccc(F)cc2)CC1	0%	11%	0%	-12%	-40%[inhibitor]	10%	i	3%	11%
COc1cccc2c1Oc1ncccc1N(C(=O)CCC(=O)NCc1ccccc1F)C2	-2%	.	0%	2%	-2%	7%	i	-3%	3%
COc1ccc(C(=O)c2cn(Cc3ccccc3F)c3ccc(F)cc3c2=O)cc1	.	-22%	.	?	i	?	.	1%	34%
Cc1nnc(NC(=O)CSc2nnc(NC(=O)C(C)(C)C)s2)s1	-10%	-9%	1%	4%	i	0%	i	-1%	-8%
O=C(Nc1cc(Cl)ccc1N1CCOCC1)c1cc2ccccc2o1	-4%	-8%	0%	1%	i	9%	i	-6%	-4%
CC1=C(C(=O)OCc2cc(C)on2)N2C(=O)[C@@H](NC(=O)OCc3cc(C)on3)[C@H]2SC1	-3%	-10%	-2%	7%	-24%	3%	i	-21%	29%

Molecules above with a furan ring, fused or not, in the order listed:
SMILES	aSyn rescue	Abeta rescue	MmCpn inh	GLP-1R inv ag	PTHR1 agonist	TDP-43 yeast inh	Akt phos inh	GLP1R cytotox	FUS yeast rescue
CCc1cccc(NC(=O)c2ccc(Br)o2)c1	-11%	-19%	0%	?	-9%[57.5 µM]	23%	i	-3%	12%
Cc1ccc(C2C(C(=O)c3sc(C)nc3C)=C(O)C(=O)N2CCN(C)C)o1 (stereo not given)	0%	-12%	1%	8%	-7%[57.5 µM]	-12%	.	-17%	19%
O=C(Nc1cc(Cl)ccc1N1CCOCC1)c1cc2ccccc2o1	-4%	-8%	0%	1%	i	9%	i	-6%	-4%

The results go on:
SMILES	aSyn rescue	Abeta rescue	MmCpn inh	GLP-1R inv ag	PTHR1 agonist	TDP-43 yeast inh	Akt phos inh	GLP1R cytotox	FUS yeast rescue
COc1cc(S(=O)(=O)N2CCCCC2)ccc1NC(=O)Cc1ccccc1	0%	-23%	2%	14%	i	-2%	i	-13%	43%
CN(C)c1ccc(S(=O)(=O)N2CCCCC2)cc1NC(=O)C1=COCCO1	5%	-2%	0%	42%[activator]	-12%	-2%	i	-2%	12%
O=C(CNc1cccc(C(F)(F)F)c1)N/N=C/c1ccccc1C(=O)O	3%	0%	0%	-8%	-6%	13%	i	-22%	-36%
COc1ccc(S(=O)(=O)N2CCC(C(=O)NCCC(=O)NCc3cccnc3)CC2)cc1	0%	1%	.	-5%	-1%	8%	i	-15%	-41%
CC1CCCCN1CC(=O)NC(=O)NCc1ccccc1 (stereo not given)	-1%	-11%	0%	-16%	i	-12%	i	-4%	6%
CC1CCN(c2ccc(-c3cccc(NS(=O)(=O)c4ccc(F)cc4F)c3)nn2)CC1	.	-1%	.	?	-30%[inhibitor]	-4%	.	-16%	?
COc1ccccc1-c1nnc2n1N=C(c1ccc(O)c(O)c1)CS2	4%	8%	1%	0%	-23%	6%	i	-45%	30%
O=[N+]([O-])c1cccc(/C=N/Nc2nccnc2Cl)c1	-14%	0%	1%	6%	i	-13%	-83%*	4%	0%
CCc1ccc(-c2nn(-c3ccccc3)cc2CSC(=N)N)cc1	-18%	-8%	2%	?	i	-18%	i	?	17%
CCC(=O)Nc1cc(=O)[nH]c2ncnn12	-1%	-13%	1%	7%	-12%[57.5 µM]	17%	i	-12%	14%
O=C(Nc1cc2c(cc1C(=O)c1ccccc1Br)OCCO2)c1ccccc1	.	4%	.	-29%	-22%	11%	.	-10%	2%

Screens from PubChem BioAssay.

Only part of the results is shown. The share of hits here may be higher or lower than overall.
